Screens from PubChem.
S100A4 inh HTS: S100A4-myosin IIA interaction inhibition; P26447; S100A4/TAMRA-MyoIIA peptide fluorescence polarization; inhibition, % at 10.7 µM; actives 0.14% (n = 360,000); AID 652163;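 active = mean inhibition of at least 70% across replicates, with every replicate also reaching that level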
Target sequence (P26447 whole entry, looked up): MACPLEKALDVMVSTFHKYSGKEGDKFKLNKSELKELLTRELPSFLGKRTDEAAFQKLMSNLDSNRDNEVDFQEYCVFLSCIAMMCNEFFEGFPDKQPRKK
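Test system: S100A4 monomer protein; Medium: HEPES pH 7.2 with CaCl2, KCl, NaCl, DTT, Triton; Probe or stimulus: TAMRA-labelled myosin IIA heavy-chain peptide probe, 5 nM; Doses: one dose per compound; Times: polarization read 5 min after assay mix addition, stable 5–60 min; Benchmarks: neutral control DMSO, positive control TFP.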
PGC1a acetyl inh: modulators of PGC1a acetylation; U2OS PGC1a acetylation, AlphaScreen anti-acetyl-lysine; with virally co-expressed GCN5 acetyltransferase; inhibition, % at 15.6 µM; actives 0.17% (n = 350,000); AID 651687;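 active = every replicate shows inhibition of at least 40%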;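 also: 0% = neutral control wells and 100% = positive control wells; some results beyond the cut were filed as inactive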
LGR2 inh: inhibitors of bursicon-induced Drosophila LGR2 receptor cAMP signaling | inhibition, % at 9.99 µM | actives 0.35% (n = 380,000) | HEK293 LGR2, CRE-luciferase, bursicon-stimulated, 4 h;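 active = drop in luminescence signal, shown as inhibition above about 50% in the replicate tests, limit read from the data, passing the limit was not always enough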;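 also: agonist challenge used bursicon conditioned medium at about half maximal strength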
PglD DTNB: blocks C. jejuni PglD acetyltransferase activity | purified PglD enzyme, DTNB colorimetric CoA detection | inhibition, % at 12.5 µM | actives 0.098% (n = 360,000) | AID 602405; in the data active = inhibition above about 16%, passing the limit was not always enough; also: strong numbers were not always called active
ERAP1 HTS inh: ERAP1 (human) enzyme inhibition | Q9NZ08 | actives 0.15% (n = 340,000) | inhibition, % at 10.7 µM | recombinant ERAP1, Leu-AMC fluorescence, 60 min | AID 652197;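 active = mean replicate inhibition of at least 30%, or all replicates individually reaching that 30% level; inactive = mean below 30% and not every replicate reaching it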;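 also: 0% = neutral control wells and 100% = L-leucinethiol positive control wells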
Target sequence (Q9NZ08 whole entry, looked up): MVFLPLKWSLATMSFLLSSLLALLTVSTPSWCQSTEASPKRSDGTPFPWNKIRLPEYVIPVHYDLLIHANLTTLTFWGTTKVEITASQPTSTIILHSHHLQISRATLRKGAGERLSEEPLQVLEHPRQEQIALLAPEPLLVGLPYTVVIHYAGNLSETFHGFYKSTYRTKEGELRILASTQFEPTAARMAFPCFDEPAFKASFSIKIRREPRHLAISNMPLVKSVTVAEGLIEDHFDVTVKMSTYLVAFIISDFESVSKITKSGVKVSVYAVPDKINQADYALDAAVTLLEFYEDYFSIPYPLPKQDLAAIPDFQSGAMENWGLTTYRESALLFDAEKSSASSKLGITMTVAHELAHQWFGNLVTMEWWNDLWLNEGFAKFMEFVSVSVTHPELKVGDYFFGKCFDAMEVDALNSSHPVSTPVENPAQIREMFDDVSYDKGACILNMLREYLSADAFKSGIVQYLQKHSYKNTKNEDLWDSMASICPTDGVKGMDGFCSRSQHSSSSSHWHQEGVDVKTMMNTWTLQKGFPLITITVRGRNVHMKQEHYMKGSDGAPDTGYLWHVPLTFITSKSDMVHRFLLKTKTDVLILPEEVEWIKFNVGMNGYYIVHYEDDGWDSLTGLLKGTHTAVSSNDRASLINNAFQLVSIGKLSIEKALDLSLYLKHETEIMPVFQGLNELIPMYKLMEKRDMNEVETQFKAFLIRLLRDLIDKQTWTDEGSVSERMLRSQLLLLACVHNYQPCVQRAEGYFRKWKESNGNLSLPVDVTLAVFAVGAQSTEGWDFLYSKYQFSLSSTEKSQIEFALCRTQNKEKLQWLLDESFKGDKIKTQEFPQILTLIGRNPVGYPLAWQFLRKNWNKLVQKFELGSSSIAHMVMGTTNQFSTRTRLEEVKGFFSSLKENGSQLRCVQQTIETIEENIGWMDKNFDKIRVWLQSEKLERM
EWS-Fli block: EWS/Fli transcriptional activity inhibition. A673 NR0B1-luciferase reporter, viability-normalised. inhibition, % at 12.6 µM. actives 0.67% (n = 350,000). AID 651661;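 active = mean inhibition of at least 50% after viability correction, with every replicate also passing that limit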;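 also: firefly luciferase signal divided by Alamar Blue viability fluorescence both relative to DMSO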
PAX8 reporter: lowers PAX8-driven luciferase in RMG-I cells | RMG-I TPO-luciferase reporter, SteadyGlo, 24 h | inhibition, % at 12.6 µM | actives 1.2% (n = 360,000) | AID 652154;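 active = mean replicate inhibition at least 60% with every replicate also reaching 60%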;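 also: luciferase light reporting Pax8 driven TPO promoter activity; plate controls were median of neutral control wells for no effect and mitoxantrone controls for full effect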
FN deposit inh: fibronectin deposition inhibition; AH1F fibroblasts, Alexa488-fibronectin deposition fluorescence, overnight; inhibition, % at 12.6 µM; actives 0.086% (n = 350,000); AID 743247;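 active = mean inhibition across replicates of 30% or more, regardless of how many single replicates reach that level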;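 also: positive control wells lacked labelled fibronectin entirely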
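Assay system: AH1F fibroblasts assembling fluorescent fibronectin matrix; Amount: 10000 AH1F cells per well; Buffer or medium: DMEM, 2% serum; Probe or stimulus: Alexa488-fibronectin, 24 nM final in well; Doses: single compound dose, delivered by pin transfer; Incubation: 1 h adhesion, overnight exposure; Measured by: fluorescence 485/525 nm; Read-out: fibronectin deposition inhibition.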
Numbers without * were called inactive; . = no result given.

Molecule	S100A4 inh HTS	PGC1a acetyl inh	LGR2 inh	PglD DTNB	ERAP1 HTS inh	EWS-Fli block	PAX8 reporter	FN deposit inh
COc1cccc(CN2CCN(Cc3ccc(O)cc3)CC2CCO)c1 (centres undefined)	-6	-6	-17	.	3	-1	-3	.
O=C(Cc1ccccc1)NNC(=O)Cc1ccccc1	-4	-4	-8	-2	8	3	-2	-2
COc1ccc(-c2ccc(=O)n(CC(=O)Nc3cccc(O)c3)n2)cc1OC	.	28	-6	-1	.	.	.	8
Cn1c(SCC(=O)NC2CCCC2)nnc1-c1ccco1	-6	-8	11	5	2	-6	-4	3
CNc1nc(Sc2cccc(C(F)(F)F)c2)cc(C(F)(F)F)n1	-9	.	5	7	2	.	-24	1
O=C(Oc1c(Br)cc(Br)c2cccnc12)N1CCCCC1	-1	-5	-6	.	-1	5	17	4
CNC[C@H]1Oc2ncc(-c3ccc(C)cc3)cc2C(=O)N([C@@H](C)CO)C[C@H]1C	-19	0	-22	5	-1	30	25	9
Cc1ccc(Cn2c(CCC(=O)O)nc3ncccc3c2=O)cc1	-3	7	-10	3	-2	-9	-4	-5
COc1ccc(NC(=O)N(C)C[C@H]2OCCCC[C@H](C)Oc3ccc(NC(=O)c4ccccc4)cc3C(=O)N([C@H](C)CO)C[C@@H]2C)cc1	17	7	-6	0	-4	-12	27	7
C[C@H]1CN([C@@H](C)CO)C(=O)c2cc(NC(=O)CCC(F)(F)F)ccc2O[C@H]1CN(C)C(=O)Nc1ccc2c(c1)OCO2	-1	5	8	2	0	0	-22	.
C[C@H]1CN([C@@H](C)CO)S(=O)(=O)c2ccc(-c3cccc(C#N)c3)cc2O[C@H]1CN(C)C(=O)C1CC1	-6	-19	-37	0	-1	5	.	9
CCc1ccc(NC(=O)Cn2nnc(C(=O)NCc3ccco3)c2N)cc1	-4	3	1	5	-2	.	-6	-5
CCOC(=O)c1ccc(NC(=S)N2CCN(c3ccccn3)CC2)cc1	-2	.	9	0	-2	-1	0	0
CN(C)c1cccc(CNC(=O)c2ccc3sc([C@@H]4O[C@H](CO)[C@H](O)[C@H](O)[C@H]4O)nc3c2)c1	-3	9	10	-3	2	6	7	-1
CNC[C@H]1Oc2ccc(NC(=O)NC3CCCCC3)cc2C(=O)N([C@H](C)CO)C[C@@H]1C	-7	6	31	-1	5	-9	14	-9
Cc1nnc(NC(=O)CSCc2ccccc2)s1	-3	-1	17	-10	-3	5	-12	8
O=C(CCCCCN1C(=O)c2ccccc2C1=O)Oc1ccc2c3c(c(=O)oc2c1)CCC3	.	0	0	-5	.	.	-6	1
CN(C)C(=O)c1cccc(-c2ccccc2[C@H]2[C@@H](C#N)N(C(=O)C3CC3)[C@@H]2CO)c1	5	2	-2	.	0	-4	-23	-5
CCNC(=O)C1(C)CCN(C(=O)c2ccccc2)C1 (centres undefined)	-13	-7	21	0	-6	-3	-15	-1
COC(=O)c1ccc(COC(=O)C2CCN(S(=O)(=O)c3ccc(C)c(C)c3)CC2)o1	-1	.	-16	4	2	-2	.	-3
O=C(C[C@H]1CC[C@@H](NC(=O)Nc2ccccc2F)[C@@H](CO)O1)NCc1ccc(Cl)cc1	10	-4	0	12	-1	1	-2	11
C/C(CCc1ccccc1)=N\NC(=S)NCCc1ccccc1	10	.	-3	-3	-4	10	-8	4
C[C@@H]1CCCCO[C@H](CN(C)Cc2ccc3c(c2)OCO3)[C@@H](C)CN([C@H](C)CO)C(=O)c2cc(NC(=O)Nc3ccc4c(c3)OCO4)ccc2O1	-4	5	1	-2	1	5	-15	-4
CCC(C)NC(=O)C1CCCN(S(=O)(=O)c2ccc3c(c2)CC(C)N3C(=O)C2CC2)C1 (centres undefined)	9	-2	-8	3	-4	-2	-15	0
O=C(Nc1nc2c(Cl)ccc(Cl)c2s1)c1ccco1	-1	.	19	3	6	-33	28	-6
CCCN(Cc1cc(=O)[nH]c2ccccc12)C(=O)CC	-7	3	-7	.	.	1	7	1
COCC(=O)Nc1ccc2c(c1)C(=O)N(C)C[C@@H](OC)[C@@H](C)CN(Cc1cncnc1)[C@@H](C)CO2	-2	4	25	-2	1	-3	.	-4
CCc1ccc2c(CN3CCC(C(=O)OC)CC3)cc(=O)oc2c1	-10	-1	-18	-2	0	7	10	-7
CCCCOC(=O)CCc1c(C)[nH]c(=S)[nH]c1=O	0	.	-19	4	3	.	.	.
Cc1ccccc1NS(=O)(=O)c1ccc(C(=O)N2CCN(S(=O)(=O)c3ccccc3)CC2)cc1	-27	.	20	7	3	13	7	1

Quoted at random: 3 compounds from above
Molecule	S100A4 inh HTS	PGC1a acetyl inh	LGR2 inh	PglD DTNB	ERAP1 HTS inh	EWS-Fli block	PAX8 reporter	FN deposit inh
C/C(CCc1ccccc1)=N\NC(=S)NCCc1ccccc1	10	.	-3	-3	-4	10	-8	4
O=C(Nc1nc2c(Cl)ccc(Cl)c2s1)c1ccco1	-1	.	19	3	6	-33	28	-6
O=C(Oc1c(Br)cc(Br)c2cccnc12)N1CCCCC1	-1	-5	-6	.	-1	5	17	4

Later entries:
Molecule	S100A4 inh HTS	PGC1a acetyl inh	LGR2 inh	PglD DTNB	ERAP1 HTS inh	EWS-Fli block	PAX8 reporter	FN deposit inh
CS(=O)(=O)Nc1ccc2c(c1)[C@H]1C[C@@H](CC(=O)NCc3ccc(-c4ccccc4)cc3)O[C@H](CO)[C@H]1O2	.	1	21	-3	.	8	23	-12
COc1ccc(C(=O)NNC(=O)CN2CCC(n3nnc4cc(F)ccc43)CC2)cc1	1	-1	5	5	2	-7	12	8
CCC(C)(C)C1CCC2(CC1)NC(=O)N(CC(=O)NCCc1c[nH]c3ccccc13)C2=O (centres undefined)	1	-11	15	5	1	4	6	1
Cc1ccc2cc(CN(Cc3ccco3)C(=O)NC3CCCCC3)c(=O)[nH]c2c1C	-1	3	-1	1	2	9	.	.
C[C@H]1CN([C@@H](C)CO)C(=O)Cc2cc(NC(=O)c3ccncc3)ccc2O[C@H]1CN(C)Cc1ccc(-c2ccccc2)cc1	-4	-8	-1	0	0	-14	69*	.
C[C@@H]1CCCCO[C@H](CN(C)Cc2ccc(C(F)(F)F)cc2)[C@H](C)CN([C@@H](C)CO)C(=O)c2cc(NC(=O)C3CCCCC3)ccc2O1	.	11	32	-1	.	47	20	.
O=S(=O)(NCCN1CCOCC1)c1ccc(F)c(Cl)c1	-5	.	-7	-1	-1	-12	-50	5
COC(=O)CCc1nc2ccccc2nc1OC	-9	-13	-6	.	-3	3	13	.
C[C@@H]1CN([C@@H](C)CO)C(=O)Cc2cc(NS(=O)(=O)c3cccs3)ccc2O[C@H]1CN(C)Cc1ccc2c(c1)OCO2	5	4	4	3	-1	0	-13	.
COc1ccccc1-n1cc(CN2CCCC(CO)(Cc3cccc(Cl)c3)C2)cn1 (centres undefined)	-3	-1	7	-6	-3	-7	6	2
CC(CCc1ccco1)NC(=O)Cn1ncc2c1-c1ccccc1OC2 (centres undefined)	9	-4	5	8	4	-2	13	-4
C[C@H](CO)N1C[C@H](C)[C@H](CN(C)C(=O)Nc2cccc3ccccc23)Oc2c(NC(=O)Nc3ccc(C(F)(F)F)cc3)cccc2C1=O	1	1	.	-3	-1	-6	.	.
c1csc(Cn2c(-c3cccs3)nc3ccccc32)c1	3	0	.	0	2	.	-14	14
O=C(CNC1CCCCC1)Nc1cc(S(=O)(=O)N2CCOCC2)ccc1Cl	-3	0	-4	-7	1	3	0	5
O=[N+]([O-])c1ccccc1OCCCOc1cccc2cccnc12	-1	-30	.	-9	0	-44	21	4
COc1ccccc1S(=O)(=O)N[C@@H]1CC[C@@H](CCNC(=O)C2CCCCC2)O[C@@H]1CO	2	2	-7	6	4	-6	-4	0
CCOC(=O)/C=C/c1ccc2oc3ccccc3c(=O)c2c1	-1	.	-170	-3	-2	3	-54	10
CO[C@H]1CN(C)C(=O)c2ccc(NC(=O)C3CC3)cc2OC[C@@H](C)N(CC2CC2)C[C@@H]1C	5	1	-5	-3	-1	7	-18	-23
CC(=C/C(=O)O)/C=C/c1ccco1	-2	.	-4	.	0	-7	.	3
Cc1nnc(NC(=O)CSc2nccn2-c2cccc(C)c2C)s1	-16	-4	4	4	3	61*	21	-1
COc1ccc(OC)c(C2=NS(=O)(=O)N(C)C(C(=O)Nc3ccc(C(C)=O)cc3)=C2)c1	-3	9	-17	1	3	.	5	4
CCC/C=C(\CCC)C(NC(=O)c1ccc(C(=O)OC)cc1)c1ccc(C(=O)OC)cc1 (centres undefined)	-1	.	-12	.	-4	-10	1	-11
CC(C)Cn1c(CCCNC(=O)c2ccco2)nc2ccccc21	-2	6	10	4	0	.	5	3
O=C(NC(=S)N1CCN(C2CCCCC2)CC1)c1ccccc1	0	-13	11	-16	1	7	1	4
COc1cccc(C(C2=C(O)CC(C)(C)CC2=O)C2C(=O)CC(C)(C)CC2=O)c1 (centres undefined)	-8	-5	-1	2	0	.	-15	6
COc1ccc(S(=O)(=O)N2CCC(C(=O)NCCC(=O)Nc3nccs3)CC2)cc1	-1	-3	-8	2	-2	-1	-4	-6
CC1=C(C#N)C(=O)NC(=O)/C1=C/c1ccc(-c2ccc(S(N)(=O)=O)cc2)o1	-7	18	20	.	2	5	7	-3
CC(=O)Nc1ccc(S(=O)(=O)Nc2cccc3cccnc23)cc1	-1	.	7	2	0	8	5	-7
Cc1cc(NC(=O)c2ccc(C)c(C)c2)no1	1	6	-40	7	-2	-98	-148	-4
COc1ccncc1-c1csc(C(O)c2ccccc2)n1 (centres undefined)	-1	8	-1	-1	5	-9	-11	0
CCN(CC)Cc1c(C(=O)N/N=C/c2ccc(OCc3ccccc3C)cc2)nnn1-c1nonc1N	-2	-1	-3	3	-1	.	-43	5
O=C(CNC(=O)c1cccs1)N/N=C/c1c[nH]c2ccccc12	3	.	8	.	1	0	20	-5
C/C(=N/OC(=O)c1cccc(C(F)(F)F)c1)c1cnccn1	-1	2	17	-1	0	10	1	.
COc1ccc(-c2ccc3n(c2=O)C[C@H]2[C@H](CO)[C@@H](C(=O)NCC4CC4)[C@@H]3N2S(C)(=O)=O)cc1	-2	.	8	0	1	3	-13	.
CCCSC1=NN2CCCC(=O)N=C2S1	-13	3	-2	3	-4	-23	-19	1
C[C@@H]1CCCCO[C@@H](CN(C)Cc2ccc3c(c2)OCO3)[C@@H](C)CN([C@@H](C)CO)C(=O)c2cc(NS(C)(=O)=O)ccc2O1	-10	6	-15	2	-3	4	-2	.
C/C(Cl)=C/Cn1c(N2CCCC2)nc2c1c(=O)[nH]c(=O)n2C	-12	.	-3	-3	-3	0	11	-2
CCCCOC(=O)C1=C(C)N(C)C(=O)NC1c1cc2c(cc1Br)OCO2 (centres undefined)	-2	.	-1	0	2	13	-2	-9
N#C[C@@H]1[C@H](c2ccc(C3=CCCC3)cc2)[C@H](CO)N1C(=O)C1CC1	8	-7	-3	4	-2	-8	-8	5
CCCCCC(O)(c1ccc(OC)cc1)C(CN1CCOCC1)c1ccccc1 (centres undefined)	-4	.	12	-5	-2	8	-4	-1
